High-throughput results deposited in PubChem by several laboratories.
NS3 helicase inh: inhibitors of HCV NS3 helicase, primary screen, biochemical, Cy5 molecular beacon fluorescence; Hepatitis C virus NS3 helicase; NS3 helicase DNA unwinding; inhibition, % at 10.9 µM; 0.56% of 290,000 active;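 active = inhibition above the mean of all tested compounds plus 3 SD, set per campaign, cut at about 35% in these data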;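 note: 0% = DMSO wells and 100% = thioflavine S control wells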
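Measured by: Cy5 fluorescence, 0 and 60 min reads / Assay system: NS3 helicase fragment of HCV / Control set: low DMSO, high thioflavine S at 110 µM / Times: 1 h reaction at 25 °C, ATP-initiated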
IMP-1 inh: IMP-1 metallo-beta-lactamase inhibitors, primary screen, biochemical, epi-absorbance readout, Pseudomonas aeruginosa enzyme; metallo-beta-lactamase IMP-1 (Pseudomonas aeruginosa); purified IMP-1, nitrocefin hydrolysis, epi-absorbance fluorescence; inhibition, % at 5.6 µM; 0.45% of 290,000 active;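 active = inhibition above the mean plus 3 SD of all compounds in the same screening run, cut at about 4.5% in these data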;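 note: 0% = IMP-1 with DMSO and 100% = DMSO wells lacking enzyme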
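Material – recombinant IMP-1 enzyme, purified · Amount – IMP-1 0.2 nM before substrate addition · Medium – HEPES buffer pH 7.1 with ZnSO4 and Brij 35 · Timing – 25 °C, 15 min preincubation, 25 min reaction · Measured by – plate fluorescence quenching by hydrolysis product, ex 480/em 530 nm · Read-out – percent enzyme inhibition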
MEKK3 PB1 HTS: modulators of MEKK3-MEK5 PB1 binding, primary screen, biochemical, wildtype MEKK3, multiplex bead flow cytometry, Alexa488-MEK5 | binding response (% of control), % at 10 µM | AID 1529, 2009 | 1.4% of 290,000 active | bead-based flow cytometry, Alexa488-MEK5 binding to MEKK3; actives lie on both sides; 0 = blocked by unlabeled MEK5, 100 = vehicle | Mitogen-activated protein kinase kinase kinase 3 (Homo sapiens), Q99759;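 active = binding response more than 3 SD above or below the average of its plate-row segment, actives on both sides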;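 note: Alexa488 bead fluorescence after subtracting the streptavidin-only scavenger bead signal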
SUMO HTRF inh: inhibitors of in vitro SUMOylation cascade, primary screen, biochemical, HTRF, uHTS; SUMO-conjugating enzyme UBC9 (Homo sapiens), P63279; HTRF SUMOylation assay, SAE1/SAE2 + UBC9; inhibition, % at 35 µM; AID 2006, 2009; 0.36% of 290,000 active; in the data active = inhibition above about 50%, passing the limit was not always enough; note: strong numbers were not always called active
PHOSPHO1 block: PubChem AID 1565 | inhibition, % at 13.3 µM | recombinant PHOSPHO1, absorbance phosphatase assay | Phosphoethanolamine/phosphocholine phosphatase (Homo sapiens), Q8TCT1 | 1.1% of 290,000 active; in the data active = inhibition above about 60%
DNA FID counter: compounds displacing fluorescent DNA intercalator, primary screen, artefact control for HCV NS3 helicase inhibitor project, biochemical, FID fluorescence; DNA fluorescent intercalator displacement; AID 1845, 2009; 0.17% of 290,000 active; inhibition, % at 7.9 µM; in the data active = inhibition above about 37%;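 note: 0% = vehicle and 100% = reference compound; higher means more ethidium bromide displaced from hairpin DNA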
IDE cell activ: human IDE activators in live cells, primary screen, fluorescence polarization, HEK cells, FAbeta-B substrate; 0.073% of 340,000 active; FAbeta-B cleavage; 0% vehicle, 100% cell-free pure enzyme wells; AID 493087, 2011; Insulin-degrading enzyme (Homo sapiens), P14735; activation, % at 5.96 µM;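 active = activation above the mean of all tested compounds plus 3 SD, set per screening campaign, cut at about 17% in these data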
Target sequence (P14735 whole entry, looked up): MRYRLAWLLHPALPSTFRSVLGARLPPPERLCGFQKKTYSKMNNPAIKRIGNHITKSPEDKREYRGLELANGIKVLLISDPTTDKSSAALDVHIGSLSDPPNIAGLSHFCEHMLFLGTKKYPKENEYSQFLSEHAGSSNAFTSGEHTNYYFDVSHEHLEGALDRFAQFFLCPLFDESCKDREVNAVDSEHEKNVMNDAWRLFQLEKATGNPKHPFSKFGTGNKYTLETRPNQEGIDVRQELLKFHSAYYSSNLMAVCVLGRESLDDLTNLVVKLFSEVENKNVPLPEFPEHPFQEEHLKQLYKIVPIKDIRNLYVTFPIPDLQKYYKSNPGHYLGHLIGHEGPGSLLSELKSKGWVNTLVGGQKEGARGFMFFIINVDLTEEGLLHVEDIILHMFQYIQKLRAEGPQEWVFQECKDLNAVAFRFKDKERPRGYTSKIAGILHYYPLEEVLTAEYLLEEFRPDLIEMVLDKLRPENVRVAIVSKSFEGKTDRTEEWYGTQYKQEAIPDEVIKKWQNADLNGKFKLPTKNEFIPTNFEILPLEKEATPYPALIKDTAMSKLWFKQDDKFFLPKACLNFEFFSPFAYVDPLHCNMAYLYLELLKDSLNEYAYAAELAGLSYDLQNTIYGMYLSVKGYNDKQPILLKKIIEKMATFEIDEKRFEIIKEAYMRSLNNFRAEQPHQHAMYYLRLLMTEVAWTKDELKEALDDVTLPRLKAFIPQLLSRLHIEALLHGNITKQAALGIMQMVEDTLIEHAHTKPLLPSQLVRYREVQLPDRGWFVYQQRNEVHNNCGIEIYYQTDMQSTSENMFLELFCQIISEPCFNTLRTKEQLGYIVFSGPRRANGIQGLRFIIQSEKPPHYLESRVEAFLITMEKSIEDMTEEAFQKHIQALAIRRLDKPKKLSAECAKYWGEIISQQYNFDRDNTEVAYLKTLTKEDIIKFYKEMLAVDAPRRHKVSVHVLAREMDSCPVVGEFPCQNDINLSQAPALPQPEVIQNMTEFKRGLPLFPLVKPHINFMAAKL
VIM-2 inh: VIM-2 metallo-beta-lactamase inhibitors, primary screen, biochemical, epi-absorbance readout, Pseudomonas aeruginosa enzyme; purified VIM-2, nitrocefin hydrolysis, epi-absorbance fluorescence; inhibition, % at 5.6 µM; 0.89% of 290,000 active;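 active = inhibition above the mean of all tested compounds plus 3 SD, cutoff set per screening run, cut at about 7.5% in these data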;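 note: red hydrolysis product quenches plate fluorescence so inhibitors raise well fluorescence; 0% = enzyme with DMSO and 100% = DMSO without enzyme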
pCIP destab: p/CIP-EGFP fusion destabilizers, primary screen, fluorescence, F442A cells; Q05BA5; 16 h; decrease of EGFP signal, % at 10 µM; 0.01% of 290,000 active; AID 1984, 2009;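 active = EGFP signal decrease of at least 30% at 10 µM or well 3 SD below plate mean, unless failing retest; inactive = the rest, including hits failing retest or dose response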; note: some compounds called inactive have numbers as strong as hits; many of its hits are not listed in these tables
The depositor's hits bear a star. These rows are one share of the data, so the mix of outcomes need not match the whole.

Letter code: A = NS3 helicase inh; B = IMP-1 inh; C = MEKK3 PB1 HTS; D = SUMO HTRF inh; E = PHOSPHO1 block; F = DNA FID counter; G = IDE cell activ; H = VIM-2 inh; I = pCIP destab
NNC(=O)c1ccc2c(c1)S(=O)(=O)NNC2=O
  A: -1	B: -3.1	C: 104	D: 2	E: -4	F: 2	G: -2	H: -2.4	I: 10

CCCN(CCC(=O)Nc1ccccc1F)CC1CC1
  A: -7	B: -1.3	C: 95	D: 1	E: 54	F: -2	G: -4	H: -1.0	I: 3

Cc1cc(C)cc(OCCNC(=O)CCc2ccccc2)c1
  A: -13	B: -3.4	C: 101	D: 4	E: 41	F: -30	G: 2	H: -1.5	I: -12

O=C1C2CC=CCC2C(=O)N1c1ncn[nH]1 (configuration not stated)
  A: -2	B: 0.9	C: 100	D: 13	E: 14	F: -2	G: 9	H: -1.8	I: -6

COC(CN(C(=O)CCl)C(C(=O)NC1CCCCC1)c1ccc(Cl)cc1)OC (configuration not stated)
  A: 11	B: -2.0	C: 122	D: 2	E: -27	F: -5	G: 2	H: -1.5	I: 1

OC(COc1ccccc1)CN1CCN(c2ncccn2)CC1 (configuration not stated)
  A: 23	B: -1.9	C: 98	D: -6	E: 24	F: -6	G: 6	H: -3.0	I: -11

CCNc1nc(C23CC4CC(CC(C4)C2)C3)cs1
  A: -18	B: 0.0	C: 94	D: -14	E: -8	F: 1	G: 11	H: -0.4	I: -2

O=C(NCc1ccccc1)c1cc2nc(C3CC3)cc(C(F)(F)F)n2n1
  A: -13	B: -1.0	C: 98	D: 1	E: 19	F: -20	G: -1	H: 0.7	I: 0

CCCCNC(=O)c1ccc2c(c1)S(=O)(=O)c1ccccc1C2=O
  A: -1	B: -1.9	C: 102	D: -1	E: -1	F: -15	G: 4	H: -1.5	I: 2

Cc1ccnc(NC(=O)c2cc3ccccc3oc2=O)c1
  A: 5	B: -1.9	C: 92	D: 3	E: 23	F: 1	G: 0	H: -0.9	I: 8

Of the compounds above, these contain a carbonyl joined to an NH by a bond outside any ring.
Letter code: A = NS3 helicase inh; B = IMP-1 inh; C = MEKK3 PB1 HTS; D = SUMO HTRF inh; E = PHOSPHO1 block; F = DNA FID counter; G = IDE cell activ; H = VIM-2 inh; I = pCIP destab
NNC(=O)c1ccc2c(c1)S(=O)(=O)NNC2=O
  A: -1	B: -3.1	C: 104	D: 2	E: -4	F: 2	G: -2	H: -2.4	I: 10

CCCN(CCC(=O)Nc1ccccc1F)CC1CC1
  A: -7	B: -1.3	C: 95	D: 1	E: 54	F: -2	G: -4	H: -1.0	I: 3

Cc1cc(C)cc(OCCNC(=O)CCc2ccccc2)c1
  A: -13	B: -3.4	C: 101	D: 4	E: 41	F: -30	G: 2	H: -1.5	I: -12

COC(CN(C(=O)CCl)C(C(=O)NC1CCCCC1)c1ccc(Cl)cc1)OC (configuration not stated)
  A: 11	B: -2.0	C: 122	D: 2	E: -27	F: -5	G: 2	H: -1.5	I: 1

O=C(NCc1ccccc1)c1cc2nc(C3CC3)cc(C(F)(F)F)n2n1
  A: -13	B: -1.0	C: 98	D: 1	E: 19	F: -20	G: -1	H: 0.7	I: 0

CCCCNC(=O)c1ccc2c(c1)S(=O)(=O)c1ccccc1C2=O
  A: -1	B: -1.9	C: 102	D: -1	E: -1	F: -15	G: 4	H: -1.5	I: 2

Cc1ccnc(NC(=O)c2cc3ccccc3oc2=O)c1
  A: 5	B: -1.9	C: 92	D: 3	E: 23	F: 1	G: 0	H: -0.9	I: 8

Exported comma-delimited: entries from further up.
mol,NS3 helicase inh,IMP-1 inh,MEKK3 PB1 HTS,SUMO HTRF inh,PHOSPHO1 block,DNA FID counter,IDE cell activ,VIM-2 inh,pCIP destab
COC(CN(C(=O)CCl)C(C(=O)NC1CCCCC1)c1ccc(Cl)cc1)OC (configuration not stated),11,-2.0,122,2,-27,-5,2,-1.5,1
OC(COc1ccccc1)CN1CCN(c2ncccn2)CC1 (configuration not stated),23,-1.9,98,-6,24,-6,6,-3.0,-11
